High-throughput results deposited in PubChem by National Center for Advancing Translational Sciences (NCATS).
KCNH2 3.1 block = KCNH2 3.1 (human) potassium channel inhibition; U2OS KCNH2 3.1, thallium flux FluxOr; active compounds read low; activity change, % (tested at about 1.8 µM); hit rate 0.95% among 340,000; AID 720553;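 active = maximum activity change below -70%; inconclusive = maximum activity change from -70% to -50%; inactive = maximum activity change above -50%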;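 note: thallium influx rate constant from kinetic fluorescence after stimulation buffer; % is set by controls: 0 for no effect and ±100 for the full control effect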
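FluxOr-based Tl+ influx in U2OS cells transduced with KCNH2 3.1 virus; rate constants normalized to DMSO controls.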
MBNL1-CUG inh = MBNL1-poly(CUG) RNA binding inhibition; Potency, µM (doses to about 57.5 µM), for the others: top-dose activity change, negative = inhibition, usual class: inhibitors; TR-FRET MBNL1-His/biotin-(CUG)12 binding, 665/545 ratio; hit rate 0.036% among 280,000; Q9NR56; active = well fitted inhibition curve with a large enough effect in the signal ratio, with a control signal flat, not every such curve was filed as active; inconclusive = small, poorly fitted or top-dose-only effect, or effect the other way, or a change in a side signal; inactive = no such curve, though single readings can be large or run the other way; the % refers to the signal ratio; note: potency is the fitted concentration of half-maximal effect; % is set by controls: 0 for no effect and ±100 for the full control effect
Target sequence (Q9NR56 whole entry, looked up): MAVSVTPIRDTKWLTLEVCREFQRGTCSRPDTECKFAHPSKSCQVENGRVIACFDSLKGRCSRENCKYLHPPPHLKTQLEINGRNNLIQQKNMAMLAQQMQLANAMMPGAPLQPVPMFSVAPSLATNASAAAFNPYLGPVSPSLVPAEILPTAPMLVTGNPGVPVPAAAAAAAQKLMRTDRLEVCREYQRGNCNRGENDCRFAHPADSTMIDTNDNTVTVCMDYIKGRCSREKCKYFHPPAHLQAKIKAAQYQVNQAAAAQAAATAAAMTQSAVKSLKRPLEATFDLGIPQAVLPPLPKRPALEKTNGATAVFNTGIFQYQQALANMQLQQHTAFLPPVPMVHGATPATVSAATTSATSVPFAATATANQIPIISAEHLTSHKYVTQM
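TR-FRET readout: Ex 340 nm, 665/545 nm emission ratio, normalized to buffer-only (basal) and MBNL1-(CUG)12 controls. Complex of MBNL1-His with Biotin-(CUG)12, compounds 92 nM–58 uM, incubated 60 min at room temperature.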
RORg inh = inhibitors of mouse ROR gamma transcriptional activity | P51450 | Drosophila S2 Gal4-RORgamma UAS-luciferase reporter, 20 h | Potency, µM (titrated, usually from 53.6 µM), inactives show at the highest dose activity change, negative = inhibition, actives largely listed as inhibitors | hit rate 5.4% among 310,000; note: potency is the fitted concentration of half-maximal effect; % is set by controls: 0 for no effect and ±100 for the full control effect; nearly all actives have a fitted effect of over 60% in size
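A Gal4/UAS one-hybrid system in insect cells: metallothionein-promoter Gal4–ROR gamma fusion plus Photinus luciferase reporter. Copper sulfate 700 uM final, 20 hr ambient incubation, luminescent detection after 10 min with reagent.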
ELG1 repair inh = blocks ELG1-dependent DNA repair in HEK293T cells; HEK293T ELG1-luciferase reporter, luminescence, 16 h; DNA damage induced by 5-fluorouridine; Potency, µM (series often up to 46.1 µM), for the others: at the top dose activity change, negative = inhibition, most hits filed as inhibitors; hit rate 2.3% among 330,000; note: potency is the fitted concentration of half-maximal effect; % is set by controls: 0 for no effect and ±100 for the full control effect; nearly all actives have a fitted effect of over 55% in size
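Quantitative HTS, concentration-response format. 2,000 cells/well co-treated with 5-fluorouridine and compound, 16 hr in 5% CO2 at 37 °C; ONE-Glo luminescence read after 30 min.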
Rab9 prom act = activators of Rab9 promoter; Huh7 Rab9 promoter-luciferase reporter, luminescence, 24 h; Potency, µM (highest dose often 9.22 µM), without a hit: at the top dose activation, negative = inhibition, most hits filed as activators; hit rate 2.8% among 320,000; AID 485297; note: potency is the fitted concentration of half-maximal effect; % of control where 0% means no effect; nearly all actives have a fitted effect of over 60% in size
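Huh7 cells stably carrying Rab9 promoter–luciferase reporter, plated 1500 cells/well, compound added after 2 h and incubated 24 h at 37 °C; luciferase luminescence then read after 10 min with detection reagent.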
Mito fusion act = inhibitors of mitochondrial division or activators of mitochondrial fusion; S. cerevisiae fusion-defective mutant growth rescue, CellTiterGlo 48 h; Potency, µM (highest dose often 46.1 µM), without a hit: top-dose growth rescue (activation), actives largely listed as activators; hit rate 0.23% among 320,000; AID 485298;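 note: potency is the fitted concentration of half-maximal effect; % of control where 0% means no effect; nearly all actives have a fitted effect of over 45% in size; temperature-sensitive fusion mutants such as fzo1-1 at 37 °C on non-fermentable ethanol glycerol medium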
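Temperature-sensitive fusion-defective S. cerevisiae (e.g. fzo1-1, mgm1-5) were grown with compound in YPEG medium (3% ethanol, 3% glycerol) for 48 hours at 37C. Growth rescue was measured as viability by CellTiterGlo luminescence after 10 minutes at ambient.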
VP16 counter = counter-screen for ROR gamma inhibitors: Gal4-VP16 reporter. Drosophila S2 Gal4-VP16 UAS-luciferase, luminescence, 20 h. Potency, µM (highest dose often 53.6 µM), without a hit: at the highest dose activity, negative = inhibition, hits mostly inhibitors. hit rate 3.5% among 310,000;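 note: Gal4-VP16 expression switched on by copper sulfate through the metallothionein promoter; potency is the fitted concentration of half-maximal effect; % is set by controls: 0 for no effect and ±100 for the full control effect; nearly all actives have a fitted effect of over 50% in size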
PKM2 act = increases activity of human pyruvate kinase M2; purified PKM2, Kinase-Glo ATP luminescence, activation; response scale: 0% is enzyme alone, no compound; hit rate 0.34% among 260,000; P14618; Potency, µM (highest dose often 57.5 µM), for the others: at the highest dose activation, usual class: activators; AID 1631; note: potency is the fitted concentration of half-maximal effect; % is set by controls: 0 for no effect and ±100 for the full control effect; nearly all actives have a fitted effect of over 55% in size
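Purified hPK-M2 (>95% pure) converted ADP (0.1 mM final) to ATP with 0.5 mM PEP in 50 mM imidazole pH7.2, KCl, MgCl2, Tween 20, BSA; 1 h at room temperature. ATP detected by Kinase-Glo luminescence.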
FLuc modulator = counter-screen for miR-21 project: firefly luciferase inhibitors or activators. AID 588342. purified FLuc, Km substrates, luminescence inhibition. hit rate 6.9% among 360,000. Potency, µM (doses to about 57.5 µM), without a hit: at the highest dose activity change, negative = inhibition, actives largely listed as inhibitors;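 note: potency is the fitted concentration of half-maximal effect; plate controls were vehicle for no effect and reference inhibitor for full effect; nearly all actives have a fitted effect of over 55% in size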
Target sequence (P08659 whole entry, looked up): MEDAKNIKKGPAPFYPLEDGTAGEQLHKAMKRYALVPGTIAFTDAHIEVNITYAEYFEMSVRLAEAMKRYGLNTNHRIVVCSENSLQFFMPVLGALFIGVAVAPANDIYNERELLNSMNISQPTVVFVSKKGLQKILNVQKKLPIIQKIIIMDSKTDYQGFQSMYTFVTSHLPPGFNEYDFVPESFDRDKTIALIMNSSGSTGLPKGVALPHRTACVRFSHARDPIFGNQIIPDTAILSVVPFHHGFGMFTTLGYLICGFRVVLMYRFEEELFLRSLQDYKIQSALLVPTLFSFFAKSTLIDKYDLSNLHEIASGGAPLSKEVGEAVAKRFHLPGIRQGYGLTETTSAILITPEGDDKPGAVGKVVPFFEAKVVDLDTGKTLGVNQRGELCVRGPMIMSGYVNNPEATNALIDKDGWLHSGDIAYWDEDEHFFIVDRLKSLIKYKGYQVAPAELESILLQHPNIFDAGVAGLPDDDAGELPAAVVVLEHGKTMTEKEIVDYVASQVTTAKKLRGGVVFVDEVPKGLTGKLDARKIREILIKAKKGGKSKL
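Purified P. pyralis luciferase (10nM final) with 10uM D-luciferin and 10uM ATP (Km levels) in 50mM Tris acetate pH 7.5, 10mM Mg acetate, 0.01% Tween-20, 0.05% BSA; qHTS 6-point titration, ~60 µM downward; luminescence read.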
NPC1 promoter act = activators of NPC1 promoter. Huh7 NPC1 promoter luciferase reporter, 24 h. Potency, µM (top dose mostly 9.22 µM), for inactives: top-dose activation, most hits filed as activators. hit rate 2.4% among 320,000;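 note: potency is the fitted concentration of half-maximal effect; % of control where 0% means no effect; nearly all actives have a fitted effect of over 60% in size; reporter is driven by a mutant NPC1 promoter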
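Compounds in DMSO were transferred onto Huh7 NPC1-luciferase reporter cells pre-incubated 2 h; after 24 h at 37 °C, Amplite reagent was dispensed and luminescence recorded 10 min later.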
Menin-MLL TR inh = inhibitors of human menin-MLL interaction, mutant MLL peptide; Potency, µM (titrated, usually from 61.6 µM), for the others: at the highest dose FP activity change, negative = inhibition, usual class: inhibitors; O00255; Menin + Texas Red MLL mutant peptide, fluorescence polarization; AID 1768; hit rate 0.23% among 270,000; active = well fitted inhibition curve with a large enough effect in the polarisation, with a control signal flat, not every such curve was filed as active; inconclusive = small, poorly fitted or top-dose-only effect, or effect the other way, or a change in a side signal; inactive = no such curve, though single readings can be large or run the other way; the % refers to the polarisation; note: potency is the fitted concentration of half-maximal effect; % of control where 0% means no effect; many of its hits are not listed in these tables
Starred values were filed as active, the others as inactive; [ ] = another dose, or the depositor's remark. Unless noted, calls come from the whole dose curve; as a rule, active = well fitted curve in the direction sought with a large enough effect; inconclusive = small, poorly fitted or top-dose-only effect, or another doubt; inactive = no such curve, though single readings can be large; an effect the other way counts as inactive or inconclusive. The list is partial; count on the stated rates, not on these rows.

What do the screens show for `Cc1ccc(-n2c(SCC(=O)Nc3ccc(C(=O)O)cc3)nnc2-c2ccncc2)cc1`?
KCNH2 3.1 block: 35.0; MBNL1-CUG inh: 6.4%; RORg inh: -2.1%; ELG1 repair inh: 2.8%; Rab9 prom act: -2.4%; Mito fusion act: 3.6%; VP16 counter: -4.1%; PKM2 act: -7.4%; FLuc modulator: 0.9%; NPC1 promoter act: 2.1%

What do the screens show for `COc1ccccc1CNc1ncccn1`?
KCNH2 3.1 block: 6.6; MBNL1-CUG inh: -7.7%; RORg inh: -2.6%; ELG1 repair inh: 3.6%; Rab9 prom act: 2.0%; Mito fusion act: -0.4%; VP16 counter: 0.6%; PKM2 act: -13.8%; FLuc modulator: -4.6%; NPC1 promoter act: -3.8%; Menin-MLL TR inh: 1.5%

What do the screens show for `COc1ccc(C2(NC(C)=O)CCN(C(=O)CCC(=O)O)CC2)cc1`?
KCNH2 3.1 block: 4.7; MBNL1-CUG inh: -2.9%; RORg inh: -20.3%; ELG1 repair inh: -1.1%; Rab9 prom act: -1.9%; Mito fusion act: -3.0%; VP16 counter: -4.4%; PKM2 act: 3.1%; FLuc modulator: 4.5%; NPC1 promoter act: -2.1%; Menin-MLL TR inh: 3.4%

Results for O=C(Nc1ccc2c(c1)OCO2)c1ccc(Br)s1 ?
KCNH2 3.1 block: -16.1; MBNL1-CUG inh: -1.3%; RORg inh: inconclusive; ELG1 repair inh: inconclusive; Rab9 prom act: 1.58µM*; Mito fusion act: 2.7%; VP16 counter: 3.1%; PKM2 act: -0.3%; FLuc modulator: 3.38µM*; NPC1 promoter act: 1.78µM*; Menin-MLL TR inh: inconclusive

What do the screens show for `CC(=O)N1CCCc2cc(S(=O)(=O)Nc3ccccc3C)ccc21`?
KCNH2 3.1 block: 16.4; MBNL1-CUG inh: 0.2%; RORg inh: -0.4%; ELG1 repair inh: -0.1%; Rab9 prom act: -0.6%; Mito fusion act: 4.6%; VP16 counter: 3.0%; PKM2 act: 4.3%; FLuc modulator: -0.7%; NPC1 promoter act: -1.0%; Menin-MLL TR inh: -6.5%

Results for CCc1noc(C)c1C(=O)OCC(=O)NC(C)c1ccccc1 (stereo not given) ?
KCNH2 3.1 block: -0.5; ELG1 repair inh: 9.6%; Rab9 prom act: -4.3%; Mito fusion act: 2.1%; FLuc modulator: -1.5%; NPC1 promoter act: -2.3%

What do the screens show for `CC1CCCC(NC(=O)COC(=O)CSc2ccc3ccccc3c2)C1C` (stereo not given)?
KCNH2 3.1 block: -5.1; RORg inh: -23.0%; ELG1 repair inh: 0.7%; Rab9 prom act: -2.4%; Mito fusion act: -0.9%; VP16 counter: -3.7%; PKM2 act: -4.1%; FLuc modulator: -4.9%; NPC1 promoter act: 0.6%; Menin-MLL TR inh: -14.9%

Results for CCOC(=O)c1c(C)n(-c2ccc(F)cc2)c2ccc(O)cc12 ?
KCNH2 3.1 block: 5.0; MBNL1-CUG inh: -2.6%; RORg inh: -28.9%; ELG1 repair inh: -16.6%; Rab9 prom act: -4.5%[1.84 µM]; Mito fusion act: -0.4%; VP16 counter: -13.8%; FLuc modulator: 3.1%; NPC1 promoter act: -6.3%; Menin-MLL TR inh: 2.4%

What do the screens show for `O=C(O)CC1=C(O)C(=O)N(c2ccccc2)C1c1ccccc1` (stereo not given)?
KCNH2 3.1 block: -4.7; MBNL1-CUG inh: -5.3%; RORg inh: 0.0%[0.365 µM]; ELG1 repair inh: 8.2%; Rab9 prom act: 4.5%; Mito fusion act: 6.2%; PKM2 act: -9.3%; FLuc modulator: 6.9%; NPC1 promoter act: 3.6%; Menin-MLL TR inh: -0.6%

Results for COC(=O)CC1=C(C)C(=O)CC2C(C)(C)CCCC12C (stereo not given) ?
KCNH2 3.1 block: 2.7; MBNL1-CUG inh: 3.2%; RORg inh: -5.0%; ELG1 repair inh: -0.2%; Rab9 prom act: -3.1%; Mito fusion act: 9.6%; VP16 counter: 4.3%; PKM2 act: -0.5%; FLuc modulator: 0.7%; NPC1 promoter act: 0.8%; Menin-MLL TR inh: 4.8%

Results for CCOc1ccc(OCC)c(NC(=O)CN(C)S(=O)(=O)c2cccc3nsnc23)c1 ?
KCNH2 3.1 block: -3.0; MBNL1-CUG inh: inconclusive; RORg inh: 20.1%; ELG1 repair inh: 16.4µM*; Rab9 prom act: -2.1%; Mito fusion act: -6.8%; VP16 counter: -8.8%; PKM2 act: -8.6%; FLuc modulator: -10.6%; NPC1 promoter act: 5.9%; Menin-MLL TR inh: 18.8%

How did O=C1C2CC=CCC2C(=O)N1CNc1ccccc1 (stereo not given) do in these assays?
KCNH2 3.1 block: -0.1; MBNL1-CUG inh: -11.3%; RORg inh: 0.3%; ELG1 repair inh: 8.4%; Rab9 prom act: -2.6%; Mito fusion act: -1.9%; VP16 counter: -6.6%; PKM2 act: 9.8%; FLuc modulator: -2.8%; NPC1 promoter act: -3.4%; Menin-MLL TR inh: 3.1%

What do the screens show for `CN(Cc1nc(-c2cccs2)no1)CC1(N2CCOCC2)CCCCC1`?
KCNH2 3.1 block: 0.7; MBNL1-CUG inh: 7.9%; RORg inh: -1.3%; ELG1 repair inh: 3.5%; Rab9 prom act: -3.6%; Mito fusion act: 0.6%; VP16 counter: -11.3%; PKM2 act: -0.1%; FLuc modulator: -1.0%; NPC1 promoter act: -4.1%; Menin-MLL TR inh: -10.9%

How did O=C(CCc1nc2ccccc2c(=O)[nH]1)OCc1ccc(-c2ccccc2)cc1 do in these assays?
KCNH2 3.1 block: 4.2; MBNL1-CUG inh: -4.0%; RORg inh: -1.5%; ELG1 repair inh: 4.8%; Rab9 prom act: -5.4%; Mito fusion act: -1.6%; VP16 counter: 0.1%; PKM2 act: -6.1%; FLuc modulator: -0.2%; NPC1 promoter act: -1.7%; Menin-MLL TR inh: -0.9%

What do the screens show for `CCN(CC)CCN1C(=O)C(=O)/C(=C(/O)c2ccc(OC)cc2)C1c1ccco1` (stereo not given)?
KCNH2 3.1 block: -4.0; MBNL1-CUG inh: 15.5%; RORg inh: -0.7%; ELG1 repair inh: inconclusive; Rab9 prom act: 6.3%; Mito fusion act: -1.9%; VP16 counter: 0.8%; PKM2 act: 0.0%; FLuc modulator: inconclusive; NPC1 promoter act: 15.2%; Menin-MLL TR inh: -2.7%

What do the screens show for `CC(=O)Nc1ccc(S(=O)(=O)NCCNc2ccccc2[N+](=O)[O-])cc1`?
KCNH2 3.1 block: -10.3; MBNL1-CUG inh: inconclusive; RORg inh: 21.2%; ELG1 repair inh: 16.5%; Rab9 prom act: -5.5%; Mito fusion act: -8.6%; VP16 counter: -1.5%; PKM2 act: -1.4%; FLuc modulator: -8.3%; NPC1 promoter act: -7.9%; Menin-MLL TR inh: -17.9%

How did COc1cc2cc(C)nc(Cc3cccc4ccccc34)c2cc1OC do in these assays?
KCNH2 3.1 block: -2.1; MBNL1-CUG inh: 3.5%; RORg inh: inconclusive; ELG1 repair inh: inconclusive; Rab9 prom act: -11.6%; Mito fusion act: inconclusive; VP16 counter: -17.9%; PKM2 act: 1.8%; FLuc modulator: inconclusive; NPC1 promoter act: -1.1%; Menin-MLL TR inh: -1.1%

What do the screens show for `O=S(=O)(Nc1ccc(F)cc1)N1CCCCCC1`?
MBNL1-CUG inh: -5.9%; RORg inh: 14.4%; ELG1 repair inh: 1.1%; Rab9 prom act: 0.4%; Mito fusion act: 16.0%; VP16 counter: 11.4%; PKM2 act: 0.3%; FLuc modulator: 3.1%; NPC1 promoter act: -2.6%; Menin-MLL TR inh: 4.0%

What do the screens show for `NS(=O)(=O)c1ccc(N/N=C/c2cn(-c3ccccc3)nc2-c2cccs2)cc1`?
KCNH2 3.1 block: 8.0; MBNL1-CUG inh: -9.9%; RORg inh: inconclusive; ELG1 repair inh: -0.3%; Rab9 prom act: 10.9%; Mito fusion act: 11.3%; VP16 counter: inconclusive; PKM2 act: -18.3%; FLuc modulator: 10.7µM*; NPC1 promoter act: 4.5%; Menin-MLL TR inh: inconclusive

What do the screens show for `COc1ccccc1NC(=O)CCN1C(=O)C2CC=C(Cl)CC2C1=O` (stereo not given)?
KCNH2 3.1 block: -1.0; MBNL1-CUG inh: -4.9%; RORg inh: -8.8%; ELG1 repair inh: -3.0%; Rab9 prom act: 10.5%; Mito fusion act: -0.1%; VP16 counter: 1.5%; PKM2 act: 0.9%; FLuc modulator: 5.7%; NPC1 promoter act: 0.3%; Menin-MLL TR inh: inconclusive

What do the screens show for `O=C1CN(S(=O)(=O)c2cc(Cl)ccc2Cl)c2ccccc2N1`?
KCNH2 3.1 block: -4.1; MBNL1-CUG inh: -2.8%; RORg inh: -0.3%; ELG1 repair inh: inconclusive; Rab9 prom act: 0.4%; Mito fusion act: 2.2%; VP16 counter: 6.4%; FLuc modulator: -2.1%; NPC1 promoter act: 4.0%; Menin-MLL TR inh: 21.8%
